# High-throughput results deposited in PubChem by Broad Institute.
# Statin myotox sup: suppressors of simvastatin-induced myotoxicity in C2C12 myotubes; ATP luminescence, 48 h; scaled: DMSO 0, geranylgeraniol control 100; rescue of ATP level, % at 7.49 µM; actives 0.78% (n = 330,000);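 active = mean ATP rescue above about 67%, or every replicate alone reaching that limit, limit read from the data, passing the limit was not always enough; inconclusive = no clear call, values can overlap the other calls; inactive = mean under the limit and some replicate under it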;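 note: myotubes were challenged with 10 µM simvastatin during compound exposure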
# SIRT5 block: sirtuin-5 (human) deacylase inhibition; actives 1.1% (n = 330,000); Q9NXA8; Purified SirT5, succinyl-peptide AMC, trypsin-coupled fluorescence; inhibition, % at 15 µM; in the data active = inhibition above about 15%; inconclusive = no clear call, values can overlap the other calls
# Target sequence (Q9NXA8 whole entry, looked up): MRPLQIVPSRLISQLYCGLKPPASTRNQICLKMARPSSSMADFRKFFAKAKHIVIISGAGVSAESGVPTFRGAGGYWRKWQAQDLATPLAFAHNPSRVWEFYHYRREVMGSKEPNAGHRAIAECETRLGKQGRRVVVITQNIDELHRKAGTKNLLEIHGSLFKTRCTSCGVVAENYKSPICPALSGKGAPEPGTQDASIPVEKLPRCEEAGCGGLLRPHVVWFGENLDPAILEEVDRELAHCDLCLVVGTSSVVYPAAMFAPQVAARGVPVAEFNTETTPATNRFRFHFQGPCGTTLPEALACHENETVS
# PGC1a acetyl inh: modulators of PGC1a acetylation; U2OS PGC1a acetylation, AlphaScreen anti-acetyl-lysine; with virally co-expressed GCN5 acetyltransferase; inhibition, % at 15.6 µM; actives 0.17% (n = 350,000);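 active = every replicate shows inhibition of at least 40%; inconclusive = mean inhibition at least 40% but some replicate below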;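 note: 0% = neutral control wells and 100% = positive control wells; some results beyond the cut were filed as inactive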
# ERAP1 inh: inhibitors of human ERAP1 aminopeptidase; Q9NZ08; recombinant ERAP1, Leu-AMC fluorescence, 60 min; inhibition, % at 10.7 µM; actives 0.15% (n = 340,000); AID 652197;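 active = mean replicate inhibition of at least 30%, or all replicates individually reaching that 30% level; inactive = mean below 30% and not every replicate reaching it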;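 note: 0% = neutral control wells and 100% = L-leucinethiol positive control wells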
# S100A4 MyoIIA: blocks human S100A4 binding to myosin IIA peptide; P26447; S100A4/TAMRA-MyoIIA peptide fluorescence polarization; inhibition, % at 10.7 µM; actives 0.14% (n = 360,000);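 active = mean inhibition of at least 70% across replicates, with every replicate also reaching that level; inconclusive = mean inhibition reaches 70% but some replicates fall short; inactive = mean inhibition below 70%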
# Target sequence (P26447 whole entry, looked up): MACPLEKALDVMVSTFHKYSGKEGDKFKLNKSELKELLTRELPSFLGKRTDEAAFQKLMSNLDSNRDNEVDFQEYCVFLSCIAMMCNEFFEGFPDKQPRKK
#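 Assay system: human S100A4 monomer with TAMRA-labelled myosin IIA peptide / Buffer or medium: Calcium-containing HEPES buffer, pH 7.2 / Reagent: TAMRA-labelled myosin IIA heavy-chain peptide probe, 5 nM / Compound: one dose per compound / Timing: polarization read 5 min after assay mix addition, stable 5–60 min / Benchmarks: neutral control DMSO, positive control TFP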
# Cneo AK release: causes C. neoformans cell lysis; adenylate kinase release luminescence, 4 h; normalised: neutral wells 0, clomiphene wells 100; lysis activity, % at 15 µM; actives 0.2% (n = 360,000);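 active = mean lysis activity across replicates of at least 80%, whatever share of replicates individually reach that level; inactive = mean lysis activity below 80%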
#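 Material: C. neoformans cells; Schedule: 4 h static compound exposure, 37 °C, read 1 h post-reagent; Measured by: adenylate kinase release luminescence; Read-out: signal increase indicating cell lysis; Controls: Clomiphene as positive lysis control.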
# XiGFP reactiv: X-chromosome reactivation activator; XiGFP mouse fibroblasts, % GFP-positive cells imaging, 3 d; cells co-treated with 5-aza-dC sensitizer; scaled so ellipticine positive control = 100%; AID 743238; actives 0.055% (n = 360,000); activation, % at 7.58 µM;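 active = mean normalized replicate activation at least 10% and every replicate at or above 10%; inconclusive = only one of the two criteria met; inactive = mean below 10% and not all replicates reach 10%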;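 note: 0% = median of on-plate neutral control wells and 100% = ellipticine 6 µM median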
#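 System: XiGFP fibroblasts, SV40-immortalized. Medium: DMEM plus 5-aza-dC sensitizer. Doses: single point. Timing: 3 d treatment, 15 min room-temperature fixation. Control set: ellipticine 6 µM.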
# LGR2 antag: inhibitors of bursicon-induced Drosophila LGR2 receptor cAMP signaling | HEK293 LGR2, CRE-luciferase, bursicon-stimulated, 4 h | inhibition, % at 9.99 µM | actives 0.35% (n = 380,000);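 active = drop in luminescence signal, shown as inhibition above about 50% in the replicate tests, limit read from the data, passing the limit was not always enough; inconclusive = probably only some replicates passing the limit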;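 note: agonist challenge used bursicon conditioned medium at about half maximal strength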
# The depositor's hits bear a star; ? = inconclusive; / = no result given; & = joins results of further samples. The list is partial; rates above refer to the full screens.
SMILES,Statin myotox sup,SIRT5 block,PGC1a acetyl inh,ERAP1 inh,S100A4 MyoIIA,Cneo AK release,XiGFP reactiv,LGR2 antag
O=C1CSC(=S)N1/N=C/C=C/c1ccccc1,6.0,1.2,-0.3,-0.1,-7.1,-1.3,0.0,6.4
CC(=O)Nc1ccc(CN(C)c2c(C)nc3ccc(C(=O)NCCc4ccccn4)cn23)cc1,-14.8,-2.9,16.1,-0.7,-9.6,-0.3,0.1,-6.1
Cc1ccc(Nc2nnc(C)c(=O)[nH]2)cc1,/,-0.4,-2.4,-4.7,4.3,/,0.0,-15.3
COC(=O)c1sc(NC(=O)c2ccco2)nc1C,-23.0,-2.6,/,0.4,-4.7,2.7,/,-16.4
O=C(Nc1cc(Cl)ccc1-n1cncn1)c1cncc(Br)c1,5.6,0.1,-19.8,1.1,-9.1,0.2,-0.1,7.8
C=CCc1cccc2cc(C(=O)Nc3ccc(F)cc3)c(=O)oc12,6.4,-1.4,8.4,-0.2,-0.5,1.6,0.1,/
CCCC#Cc1cnc2c(c1)C(=O)N([C@H](C)CO)C[C@H](C)[C@H](CN(C)C(=O)Nc1c(C)noc1C)O2,-1.7,-0.5,-1.4,4.9,-4.2,2.6,-0.8,-2.1
Cc1ccc(OCCC(=O)OCC(=O)c2ccc3c(c2)NC(=O)CO3)cc1,2.5,-5.1,6.2,2.7,1.1,-0.1,-0.7,-1.5
C[C@@H]1CN([C@@H](C)CO)C(=O)Cc2cc(NC(=O)CCCCCC(=O)Nc3ccccc3N)ccc2O[C@@H]1CN(C)S(=O)(=O)c1cn(C)cn1,9.7,3.5,-6.5,-1.4,-2.6,-7.1,-1.4,6.6
CCOc1ccccc1CN1CCN(C2CCSCC2)CC1CCO (centres undefined),-3.5,-0.3,4.3,-4.7,-3.8,-2.7,0.0,29.4
CS(=O)(=O)Nc1ccc2c(c1)[C@H]1C[C@H](CC(=O)N3CCCCC3)O[C@@H](CO)[C@H]1O2,-2.7,/,6.9,/,/,-1.8,0.1,4.6
C[C@H](CO)N1C[C@H](C)[C@@H](CN(C)Cc2ccc(C(=O)Nc3ccccc3N)cc2)Oc2ccc(NC(=O)c3ccncc3)cc2C1=O,/,-0.5,-6.8,3.9,9.8,/,-0.9,3.5
Cc1ccc(-c2noc(CSc3nnc(CCc4ccccc4)n3-c3ccccc3)n2)cc1,1.9,5.8,-5.3,0.2,1.3,/,/,24.0
COc1ccccc1-c1noc(CCC(=O)N2CCN(c3cc(C)ccc3C)CC2)n1,1.3,-4.3,-11.5,/,14.2,4.9,0.3,-6.7
COc1ccc(Br)cc1-c1noc(-c2ccncc2)n1,-0.2,/,9.2,/,/,-1.9,/,-7.6
COc1ccc(OC)c(NC(=O)CC2C(=O)NCCN2C(=O)c2ccccc2)c1 (centres undefined),7.4,-2.5,-5.8,-1.7,4.7,-0.7,0.0,10.0
O=C(COC(=O)c1ccccc1OCc1ccc(F)cc1)NCC1CCCO1 (centres undefined),-3.1,-0.4,-4.4,0.0,-1.0,-2.1,0.0,-0.2
CCOc1ccccc1NC(=O)c1cccc2ccccc12,-4.8,4.3,/,0.5,-0.8,-0.6,0.0,-5.8
COCC(=O)Nc1ccc2c(c1)C(=O)N(C)C[C@@H](OC)[C@@H](C)CN(CCC(F)(F)F)[C@H](C)CO2,6.6,0.0,-2.2,1.1,-0.2,-0.8,0.1,4.9
Cc1nn(-c2ccccc2)c(N2CCCC2)c1/C=N/NC(=S)Nc1ccccc1F,/,9.1,/,9.5,9.3,/,0.4,-39.1
C[C@@H]1CCCCO[C@H](CN(C)C(=O)Nc2ccc(F)cc2)[C@@H](C)CN([C@H](C)CO)C(=O)c2cc(NC(=O)Nc3ccccc3)ccc2O1,3.2,-1.2,-0.8,-1.5,4.2,-4.3,0.1,13.5
OCCSCC(O)CC(O)c1ccccc1 (centres undefined),/,10.0,4.5,-0.8,1.6,-4.7,/,/
COc1ccc(-c2ccc3c(c2)[C@H]2[C@H](CCN2C(=O)NC2CCCC2)[C@H](CO)N3C)cc1,/,-7.2,-8.2,1.6,18.6,/,-0.1,9.1
CC1=CC(C)C(CN(CCC[N+](C)(C)C)C(=O)Nc2ccccc2)C(C)C1 (centres undefined),/,-1.4,10.7,1.5,17.7,/,1.0,-10.4

# Some of these compounds in order of their number in LGR2 antag, falling.
molecule,LGR2 antag
O=C(COC(=O)c1ccccc1OCc1ccc(F)cc1)NCC1CCCO1 (centres undefined),-0.2
COc1ccc(Br)cc1-c1noc(-c2ccncc2)n1,-7.6
CC1=CC(C)C(CN(CCC[N+](C)(C)C)C(=O)Nc2ccccc2)C(C)C1 (centres undefined),-10.4

# Additional results follow.
SMILES,Statin myotox sup,SIRT5 block,PGC1a acetyl inh,ERAP1 inh,S100A4 MyoIIA,Cneo AK release,XiGFP reactiv,LGR2 antag
CC(C)C#Cc1cnc2c(c1)C(=O)N([C@H](C)CO)C[C@H](C)[C@@H](CN(C)C(=O)Nc1cccc(F)c1)O2,22.3,6.9,-7.9,3.2,-6.8,-1.0,-0.2,1.8
CCc1ccc(C(=O)NC(CCSC)C(=O)OC)cc1 (centres undefined),2.8,-2.0,2.2,-1.3,-3.4,-1.7,0.0,12.4
O=C(CCC(=O)c1cccs1)OCC(=O)c1ccc(F)cc1,-1.7,-0.7,0.7,1.0,-3.1,-0.4,0.2,9.6
C[C@H](CO)N1C[C@H](C)[C@@H](CN(C)Cc2ccc(Cl)c(Cl)c2)Oc2c(NC(=O)c3ccc(-c4nccs4)cc3)cccc2C1=O,/,19.1*,1.4,0.0,10.3,3.4,-0.6,23.7
COc1ccc(S(=O)(=O)N(C)C[C@@H]2Oc3ncc(-c4cccc(C(F)(F)F)c4)cc3C(=O)N([C@H](C)CO)C[C@@H]2C)cc1,39.3,7.4,8.6,0.6,11.3,1.5,-0.2,-7.8
Cc1cccc(C)c1OCC(=O)Nc1nnc(C2CCCO2)s1 (centres undefined),4.1,/,-14.0,/,/,0.6,/,-1.5
C[C@H](NC(=O)C[C@@H]1C[C@@H]2c3cc(NC(=O)C4CCC4)ccc3O[C@@H]2[C@H](CO)O1)c1ccccc1,-15.3,-3.9,-4.9,-1.4,-32.4,-1.2,0.1,-15.5
Cc1nc2ccccc2n1S(=O)(=O)c1ccc(Br)cc1,-3.3,/,-19.9,/,/,/,0.2,13.1
COC(=O)C1=C(C)N(Cc2cccc(C(F)(F)F)c2)C(=NCc2ccccc2C(F)(F)F)NC1c1cccc(F)c1 (centres undefined),/,-2.1,/,3.1,2.3,/,0.1,14.8
CCCC(=O)Nc1ccc(C(N)=O)cc1,-2.4,-2.6,-10.4,-4.2,-3.9,/,0.0,15.4
CCOC(=O)c1csc(NC(=O)c2cc(-c3ccccn3)nc3ccccc23)n1,0.2,-3.3,/,-1.0,-15.7,1.2,0.1,-19.9
CCOC(=O)C(Cc1ccc(O)cc1)NC(=O)CNC(=O)C(CC(C)C)NC(=O)OC(C)(C)C (centres undefined),/,0.5,/,-0.2,-2.6,/,0.0,-2.9
CC(C)C[C@@H](CN1C(=O)C(=O)NC[C@@H]1CC(C)C)NC(=O)Cc1ccccc1,21.4,/,-2.7,-4.0,-4.1,0.1,0.0,15.0
N#CC1=C2N=C(N)c3ccccc3N2C2=C(C(=O)CCC2)C1c1ccccc1F (centres undefined),27.2,2.0,-9.9,0.3,1.4,-1.2,0.0,12.2
Cc1ccccc1NC(=O)C1C(=O)Nc2ccccc2C(=O)N1Cc1ccccc1 (centres undefined),/,-3.2,/,/,-1.6,/,0.0,-4.5
Cn1cnc(S(=O)(=O)N2C[C@@H](O)COC[C@@H]3O[C@H](CC(=O)NC4CCC4)CC[C@H]32)c1,-3.7,-1.4,-16.3,/,0.3,-2.5,0.2&0.0,-0.8&-5.0
Cc1ccc(S(=O)(=O)N(CC(=O)NCc2ccc(F)cc2)C(=O)N2CCN(C)CC2)cc1,8.6,-1.5,2.0,1.0,-0.9,-1.0,0.1,-6.1
Cc1noc(C)c1S(=O)(=O)Nc1ccc2c(c1)CC(=O)N([C@@H](C)CO)C[C@@H](C)[C@@H](CN(C)Cc1ccc(Cl)c(Cl)c1)O2,?,4.6,10.5,1.6,-0.6,-3.7,0.0,12.4
NC(=O)c1ccc(NC(=O)COC(=O)c2ccc3c(c2)OCCO3)cc1,/,-0.7,-10.5,-5.5,0.5,/,-0.1,-4.6
CSc1ncccc1C(=O)OCC(=O)NC1CCCC1,4.1,-0.5,-0.8,3.3,-3.4,-0.4,0.0,-3.3
COc1cccc(-c2cnc3c(c2)C(=O)N([C@H](C)CO)C[C@@H](C)[C@@H](CN(C)CC2CCOCC2)O3)c1,16.9,-2.1,1.0,-0.9,4.4,-0.6,1.8,-15.9
Cc1cccc(S(=O)(=O)N2CCCCN3[C@H](C2)[C@H](c2ccc(C#CC(C)C)cc2)[C@@H]3CO)c1,/,3.3,-0.3,7.4,8.8,-1.2,0.0,19.1
Nc1nc(NC(=O)c2cccnc2)nn1-c1ccccc1,6.1,/,-7.2,/,/,-0.2,/,-15.9
Cc1ccccc1N(C(=O)CNC(=O)c1ccco1)C(C(=O)NC1CCCCC1)c1cccnc1 (centres undefined),19.0,-2.7,/,-0.9,2.5,-7.4,0.2,-3.8
CC1=C(C)CC(C(=O)NC(C)CCc2ccccc2)C(C(=O)O)C1 (centres undefined),/,-1.9,7.2,-0.2,-8.6,/,0.0,6.0
COC(=O)c1ccc(CNC(=O)CSC2=NCCS2)cc1,/,-9.8,-12.9,0.1,-13.7,/,0.0,0.2
COc1ccc(-n2c(SCC(=O)NCc3ccco3)nc3c([nH]c4ccccc43)c2=O)cc1,-28.4,-2.1,-9.3,-0.1,8.0,-2.3,0.1,-12.1
CCN(CC)CC(O)COCCC12CC3CC(CC(C3)C1)C2 (centres undefined),-14.2,/,-13.2,/,/,15.5,/,0.8
COc1ccc(/C=C\C(=O)NCc2ccc3[nH]c(C)cc3c2)cc1OC,6.0,0.1,/,-1.8,-7.5,-1.3,-0.3,-17.0
O=C(Nc1ccccc1)N1CCCCN2[C@H](C1)[C@@H](c1ccc(C3=CCCCC3)cc1)[C@@H]2CO,-57.3,1.4,-22.3,0.8,1.3,-5.4,0.1,8.7
O=C1CCC(=O)N1CCC(=O)N(C(=O)NC1CCCCC1)C1CCCCC1,15.2,-2.8,0.5,-0.1,0.9,-2.5,0.2,14.9
N#Cc1c(N)n(CCNC(=O)c2ccccc2)c2nc3ccccc3nc12,/,-9.3,/,-137.5,-0.6,/,0.4,5.4
COc1ccc(CN(C)C[C@H]2Oc3ccc(NC(=O)NC(C)C)cc3C(=O)N([C@@H](C)CO)C[C@H]2C)cc1,-10.5,-2.7,-6.7,2.7,-3.8,3.5,-1.3,20.7
